# Screening results as filed in PubChem.
# CHRM1 antagonist: antagonists of human M1 muscarinic receptor; CHO-K1 hM1, Fluo-8 calcium fluorescence, ACh EC80 antagonist; 360,000 compounds, 1.3% hits; P11229; inhibition, % at 3 µM;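 active = percent inhibition above its own plate's cutoff, namely the mean of that plate's compound wells plus 3 SD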;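 note: peak over basal fluorescence ratio during 140 s after agonist addition; 0% = ACh EC80 plus DMSO and 100% = DMSO alone without agonist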
# M5 ag: agonists of human muscarinic M5 receptor (CHRM5); 360,000 compounds, 0.19% hits; CHO-K1 hM5 cells, Fluo-8 calcium fluorescence; 0% DMSO wells, 100% maximal acetylcholine response; activation, % at 3 µM; P08912; AID 624037;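 active = activation above the run's mean over test compounds plus 3 SD, cut at about 23% in these data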;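 note: signal is peak over basal fluorescence ratio across the kinetic read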
# Target sequence (P08912 whole entry, looked up): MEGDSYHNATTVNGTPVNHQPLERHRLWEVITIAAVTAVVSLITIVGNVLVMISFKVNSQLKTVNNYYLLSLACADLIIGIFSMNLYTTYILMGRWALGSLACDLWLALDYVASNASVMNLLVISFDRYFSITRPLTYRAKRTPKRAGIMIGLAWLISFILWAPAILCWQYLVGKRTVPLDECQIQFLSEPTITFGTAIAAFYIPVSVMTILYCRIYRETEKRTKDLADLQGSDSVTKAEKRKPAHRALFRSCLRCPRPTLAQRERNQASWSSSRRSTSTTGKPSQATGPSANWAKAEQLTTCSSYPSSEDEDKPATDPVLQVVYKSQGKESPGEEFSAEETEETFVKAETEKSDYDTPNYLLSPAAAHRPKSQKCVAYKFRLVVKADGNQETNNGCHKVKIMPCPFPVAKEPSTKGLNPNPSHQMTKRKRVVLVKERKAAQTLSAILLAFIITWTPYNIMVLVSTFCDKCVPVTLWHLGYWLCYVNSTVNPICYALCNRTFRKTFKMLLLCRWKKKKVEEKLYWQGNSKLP
# M4 PAM: CHRM4 positive allosteric modulation | CHO-K1 hM4/Gqi5, Fluo-8 calcium fluorescence, ACh EC20; 0% = ACh EC20, 100% = maximal ACh | P08173 | activation, % at 3 µM | AID 624126 | 360,000 compounds, 0.4% hits;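 active = activation above its plate's cutoff, the mean activation of sample wells plus 3 SD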; note: some results filed as inactive read as strong as hits
# Target sequence (P08173 whole entry, looked up): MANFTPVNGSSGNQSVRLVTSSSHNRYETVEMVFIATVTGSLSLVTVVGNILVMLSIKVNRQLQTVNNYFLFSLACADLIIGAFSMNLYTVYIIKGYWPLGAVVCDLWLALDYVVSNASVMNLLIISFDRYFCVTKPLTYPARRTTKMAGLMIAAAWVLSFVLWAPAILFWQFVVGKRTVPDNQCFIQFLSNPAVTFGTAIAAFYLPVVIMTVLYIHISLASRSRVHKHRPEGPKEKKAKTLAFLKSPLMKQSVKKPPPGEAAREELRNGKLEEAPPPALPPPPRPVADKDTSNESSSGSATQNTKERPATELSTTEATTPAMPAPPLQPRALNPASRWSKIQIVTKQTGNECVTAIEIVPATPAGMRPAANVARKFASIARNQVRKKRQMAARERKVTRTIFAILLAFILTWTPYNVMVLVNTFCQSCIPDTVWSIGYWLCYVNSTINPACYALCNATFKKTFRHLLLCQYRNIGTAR
# M4 ag: CHRM4 agonism in calcium assay. CHO-K1 hM4/Gqi5, Fluo-8 calcium fluorescence; vehicle 0%, full acetylcholine response 100%. P08173. 360,000 compounds, 0.14% hits. activation, % at 3 µM;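 active = activation above the run mean over all test wells plus 3 SD, cut at about 32% in these data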;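 note: peak over basal fluorescence ratio per well then scaled between controls; 0% = DMSO wells and 100% = acetylcholine at EC100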
# CRFR2-BP ag: agonists of human CRF-binding protein/CRF-R2 receptor complex; HEK293 CRF-R2/CRF-BP, calcium dye fluorescence (FLIPR); percent of saturating CRF peptide response; activation, % at 13.2 µM; 350,000 compounds, 0.46% hits; AID 588473;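 active = activation of at least 50%, plus an integration ratio under a set limit after plate pattern correction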;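 note: plate controls were neutral control wells without compound for no effect and CRF at EC100 for full effect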
# CHRM5 PAM: CHRM5 positive allosteric modulation. P08912. activation, % at 3 µM. CHO-K1 hM5, Fluo-8 calcium, ACh EC20 PAM; 0% = ACh EC20, 100% = ACh EC100. AID 624038. 360,000 compounds, 0.3% hits;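 active = activation above the run cutoff, the mean activation of all test compounds plus 3 SD, cut at about 18% in these data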
#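 System: CHO-K1 cell line with stable human muscarinic M5 receptor expression | Also added: EC20 acetylcholine as agonist stimulus | Compound: One concentration, 3 µM final (nominal) | Timing: Fluo-8 loading 80 min at 37 °C plus 30 min room temperature | Measured by: Fluo-8 calcium dye fluorescence, kinetic read | Read-out basis: % activation, ACh-normalized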
# CHRM4 antagonist: antagonists of human muscarinic M4 receptor (CHRM4); P08173; CHO-hM4 cells, ACh EC80, Fluo-8 calcium fluorescence; inhibition, % at 3 µM; 360,000 compounds, 0.73% hits;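 active = inhibition above its plate's cutoff, the mean inhibition of sample wells plus 3 SD, cut at about 27% in these data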;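 note: 0% = acetylcholine EC80 with DMSO and 100% = DMSO without agonist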
# M1 PAM: positive allosteric modulators of human M1 muscarinic receptor | P11229 | CHO-K1 hM1, Fluo-8 calcium fluorescence, ACh EC20; 0% = ACh EC20, 100% = maximal ACh | activation, % at 3 µM | 360,000 compounds, 0.088% hits; in the data active = activation above about 19%, passing the limit was not always enough
# CHRM5 antagonist: blocks acetylcholine activation of human M5 receptor; P08912; CHO-hM5 cells, Fluo-8 calcium fluorescence, ACh EC80; inhibition, % at 3 µM; 360,000 compounds, 0.59% hits; AID 624040;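 active = inhibition above a per-plate cutoff, the mean of that plate's test compounds plus 3 SD, cut at about 27% in these data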;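 note: 0% = acetylcholine EC80 with DMSO and 100% = DMSO without agonist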
# Starred values were filed as active, the others as inactive; nt = no result given.
SMILES,CHRM1 antagonist,M5 ag,M4 PAM,M4 ag,CRFR2-BP ag,CHRM5 PAM,CHRM4 antagonist,M1 PAM,CHRM5 antagonist
Cn1c(NCc2c(O)ccc3ccccc23)nc2ccccc21,-3.1,-1.3,-10.7,7.2,2.3,-9.7,7.2,7.2,10.5
COC(=O)C1=C(C)NC(=O)C1(NC(=O)CN1CCCC1=O)C(F)(F)F (stereo not given),-9.7,-0.7,5.1,-0.3,-1.2,3.3,1.4,1.6,-5.8
Cc1ccc(C)c(OCCC(=O)OCC(=O)N2CCN(c3ccccc3)CC2)c1,-0.2,2.1,-1.0,8.3,-0.6,10.2,-2.1,6.1,-6.7
O=C(NC1CCCCC1)c1cc2c(cc1Cl)N1CCCCCC1=NS2(=O)=O,4.8,1.0,7.0,0.9,-0.5,2.0,-11.7,-4.0,0.3
Cc1cccc(C)c1NC(=O)C(CCc1ccccc1)n1c(=O)c(-c2cc3ccccc3[nH]2)nc2ccccc21 (stereo not given),nt,2.6,2.7,0.8,nt,8.7,2.3,nt,-2.9
C/C(=N\O)c1ncc(C(F)(F)F)cc1Cl,-1.6,-2.0,7.0,1.1,2.1,7.3,-3.0,4.5,9.4
COc1ccc(-n2c(O)c(/C=N/NS(=O)(=O)c3ccc(C)cc3)c3ccccc3c2=O)cc1OC,19.3,4.8,5.5,4.5,101.5*,4.9,-1.2,-9.8,0.4
COc1ccc(N2CCN(C(=O)CCS(=O)(=O)c3ccc(C)cc3)CC2)cc1,-8.4,-0.8,-8.4,2.2,-1.7,1.3,7.6,4.4,-5.8
C=CCN(c1ccccc1)S(=O)(=O)c1ccc2[nH]cc(C(=O)NCCOC)c(=O)c2c1,10.3,-1.2,-3.6,5.0,-0.9,-4.5,9.3,-2.9,13.8
Cc1ccc(-c2nnn3c2nc(Cl)c2ccccc23)cc1,-7.0,-1.3,-1.4,0.2,8.7,6.8,0.9,4.2,2.2
Cn1cc(S(=O)(=O)Nc2ccc(Br)cc2F)c(=O)n(C)c1=O,-3.5,1.6,7.6,2.1,4.0,0.7,-9.9,-0.3,-0.1
Cc1ccc(N2CCN(/N=C/c3cccnc3)CC2)cc1,-2.5,-3.0,-5.2,3.8,6.7,-5.3,-16.4,1.7,-1.4
CC(=O)Nc1cccc(NC(=O)Cc2nc(-c3ccccc3)sc2-c2ccc(C)cc2)c1,-7.9,2.4,1.1,3.1,0.1,3.2,1.9,10.0,-11.7
NS(=O)(=O)c1cc(C(=O)OCC(=O)Nc2ccccc2[N+](=O)[O-])ccc1Cl,1.3,2.0,-0.8,7.8,-0.8,-10.2,-3.1,-1.4,4.1
CC(C)CC(=O)O/N=C1\C(=O)N(c2ccccc2)c2ccccc21,-8.7,-0.6,-1.4,-0.5,-1.2,0.9,2.1,1.9,-10.8
COc1ccc(-c2c(C)oc3cc(O)cc(O)c3c2=O)cc1OC,-15.3,3.1,7.5,1.9,1.1,-1.1,-10.7,8.2,2.5
COc1cc(OC)cc(-c2nnc(SCc3c(F)cccc3Cl)o2)c1,15.2,-2.7,-9.0,4.1,3.0,-10.8,5.8,-11.4,2.0
CN1C(=S)SC(/[N+]([O-])=C/c2c(F)cccc2Cl)C1(C)C (stereo not given),-14.2,-3.0,-4.5,0.8,0.2,1.9,-5.2,14.5,-4.6
CCCCCN(C(=O)NC(=O)NC(C)CC)S(C)(=O)=O (stereo not given),1.4,-3.4,2.6,2.5,1.9,-1.9,-23.8,2.1,-8.1
Cc1ccc(S(=O)(=O)Cc2ccc(C(=O)O)o2)cc1,-5.2,-0.5,5.2,0.5,-0.9,-5.6,3.7,3.2,9.7
Cc1ccccc1OCC(=O)Nc1ccc(Cc2ccncc2)cc1,-0.9,-0.6,-12.5,9.7,-9.0,-7.9,0.9,-6.3,0.2
COC(=O)C1=C(C)NC(C)=C(C(=O)OC(C)C)C1c1cccc2nonc12 (stereo not given),-25.9,-2.0,-1.5,-1.2,-0.6,-5.4,3.4,2.0,0.2
Cc1cccc(C)c1Nc1c(-c2ccc(N3CCOCC3)cc2)nc2cnccn12,-3.0,-1.3,-0.4,1.1,3.3,-0.9,3.7,-4.9,4.7
CC(C)NC(=O)C1(C)CCCN1Cc1ccccc1 (stereo not given),-6.4,-1.4,2.5,-0.2,nt,-0.3,-2.0,-1.7,1.1
COc1ccccc1-c1cc(C(F)(F)F)nc(N2CCOCC2)n1,-9.0,-12.6,-4.1,-2.2,23.8,12.7,-4.4,2.8,-6.9
CN(c1ccccc1)S(=O)(=O)c1ccc(C(=O)Nc2nnc(C3CC3)o2)cc1,6.0,-0.8,-8.7,0.4,-0.1,-10.3,-3.5,-5.0,9.2
CCOc1ncccc1C(=O)OCC(=O)Nc1cc(C(C)(C)C)ccc1OC,3.9,-1.4,1.9,1.1,-1.2,-1.5,-6.6,-6.5,6.5
CCCc1c(O)nc(SCCN(CC)CC)[nH]c1=O,-9.5,-0.4,1.8,-0.3,-1.1,1.5,4.0,7.3,0.4
CC(=O)Nc1ccc(NS(=O)(=O)c2cc(-c3cnc(C4CC4)o3)ccc2C)cc1,3.1,0.0,-2.5,2.4,-1.4,-2.3,3.2,-3.7,-0.9
CC(=O)Nc1ccc(Nc2ccc([N+](=O)[O-])cn2)cc1,-7.5,3.2,-3.5,1.4,0.2,-0.9,-1.7,6.5,7.9
Cc1ccc(-n2nc3c(c2NC(=O)CC(C)C)CS(=O)C3)cc1 (stereo not given),8.8,3.1,-2.9,0.2,-2.6,-3.6,10.8,-0.6,3.1
CCOc1ccc(S(=O)(=O)NCc2ccccn2)cc1NC(=O)c1ccccc1F,1.7,-4.1,-3.5,0.6,-0.2,0.3,7.2,4.8,15.2
CCn1c(SCC(=O)NNC(=O)c2ccc(C)cc2)nnc1C1CC1,-9.1,-4.5,0.5,0.2,1.3,10.2,-19.3,2.9,-12.6
COc1c(C(=O)Nc2c(C)n(C)n(-c3ccccc3)c2=O)ccc2ccccc12,-7.7,-8.1,-2.0,1.1,-2.5,-2.1,-2.2,6.2,3.3
S=C(NCCC(c1ccccc1)c1ccccc1)Nc1ccccc1Cl,-12.3,-5.5,-9.3,3.3,4.2,-15.3,1.7,-12.7,7.9
Cc1ccccc1C(=O)Nc1ccc2c(c1)nc(CCNC(=O)c1ccco1)n2C,-7.6,-1.6,-1.6,3.6,0.2,3.5,3.1,-0.3,-9.6
O=C(Nc1cnccn1)c1ccc(Cl)cc1,-8.0,-2.0,1.2,2.4,-2.3,-3.0,-4.9,7.7,10.0
CC(C)(C)OC(=O)C[C@@H]1C/C=C\C[C@H](CC(=O)N[C@@H](CO)Cc2ccccc2)C(=O)N[C@H](Cc2ccccc2)COC1=O,-4.6,-0.9,11.4,2.8,-0.7,-0.4,6.9,9.6,20.8
Cc1cc(F)ccc1NC(=O)CCCN(C)S(=O)(=O)c1ccc(F)cc1,-15.2,-1.6,3.4,3.6,-0.7,-3.0,-15.7,17.6,-5.6
O=C(NCCN1C(=O)CSC1=O)C1CC(=O)N(c2ccccc2)C1 (stereo not given),-3.4,-2.1,12.9,1.8,0.7,3.9,-11.9,2.2,-9.8
COc1ccc(Cc2c(-c3ccc(C#N)cc3)nc3c(Cl)cc(C(F)(F)F)cn23)c(C)c1,nt,-1.6,5.7,-0.9,nt,0.9,-17.8,nt,-10.5
CC(=O)Nc1ccc(C(=O)OC2CCOC2=O)cc1 (stereo not given),-4.9,-3.8,5.5,0.7,-0.7,8.4,-2.2,7.9,3.8
CCOC(=O)c1c(C)c2c(n1C)CCC/C2=N\O,-35.2,-3.6,0.9,0.7,-2.7,2.8,8.9,7.2,-3.4
Cc1ccc(OCC(=O)NNC(=O)c2ccc3c(=O)n4c(nc3c2)CCC4)cc1,-8.7,-4.6,-1.0,-0.1,0.5,0.3,-5.9,4.9,6.8
O=C(Nc1cc(C(F)(F)F)ccc1N1CCOCC1)c1cnccn1,-12.1,-4.1,0.5,0.5,1.6,1.8,-2.3,12.5,10.4
O=C(CSc1ccc2c(c1)OCCO2)NCc1ccccc1,-10.9,-0.9,13.4,0.3,-1.4,2.9,-17.3,7.3,-2.0
O=C(NNC(=O)C12CC3CC(CC(O)(C3)C1)C2)c1ccccc1O,1.6,-3.9,-1.1,-0.3,1.2,-4.3,-0.2,2.5,1.3
COc1ccc(-c2[nH]ncc2CN(C)C(C)c2ccncn2)c(F)c1 (stereo not given),-10.6,-1.6,2.6,2.6,1.3,5.0,0.7,7.2,8.2
CCCCN1C(=N)N([C@@H](C)CN2CCC[C@H]2CN2C(N)=NC[C@H]2C(C)C)C[C@H]1[C@H](C)CC,-14.4,-1.1,1.0,0.0,-0.9,3.3,-10.4,5.4,-8.1
Cc1nnc(SCC(=O)Nc2cccc(S(N)(=O)=O)c2)n1-c1ccccc1,-3.1,-2.5,-4.8,0.7,-0.2,1.6,11.1,6.3,11.9

# Random excerpt: three entries already listed.
SMILES,CHRM1 antagonist,M5 ag,M4 PAM,M4 ag,CRFR2-BP ag,CHRM5 PAM,CHRM4 antagonist,M1 PAM,CHRM5 antagonist
CC(=O)Nc1ccc(C(=O)OC2CCOC2=O)cc1 (stereo not given),-4.9,-3.8,5.5,0.7,-0.7,8.4,-2.2,7.9,3.8
Cc1ccc(OCC(=O)NNC(=O)c2ccc3c(=O)n4c(nc3c2)CCC4)cc1,-8.7,-4.6,-1.0,-0.1,0.5,0.3,-5.9,4.9,6.8
S=C(NCCC(c1ccccc1)c1ccccc1)Nc1ccccc1Cl,-12.3,-5.5,-9.3,3.3,4.2,-15.3,1.7,-12.7,7.9

# Next entries follow:
SMILES,CHRM1 antagonist,M5 ag,M4 PAM,M4 ag,CRFR2-BP ag,CHRM5 PAM,CHRM4 antagonist,M1 PAM,CHRM5 antagonist
CC(C)Cc1nc(Nc2ccccc2C#N)c2nnn(Cc3ccccc3)c2n1,-0.2,-3.2,-2.0,-1.6,-0.4,-1.1,-10.1,0.9,2.9
COc1ccc2c(CC(=O)NCc3ccc4c(c3)OCO4)coc2c1,1.1,-0.9,2.9,-1.6,-8.4,-2.0,-2.1,8.7,3.9
CC(C)(C)OC(=O)NOCC(=O)N(CC(=O)c1ccccc1)Cc1ccccc1,-2.0,-0.2,2.8,9.7,-0.6,-20.1,0.8,-0.5,7.7
COCCNC(=O)CS(=O)Cc1nc(-c2ccc(OC)cc2)oc1C (stereo not given),-8.4,0.3,-0.4,0.8,1.8,0.7,-13.6,2.7,-1.0
O=C(c1ccc(Oc2cc(Cl)cc(Cl)c2)o1)N1CCCCC1,-7.5,-10.3,3.9,-0.8,4.5,-3.3,-18.7,-2.2,14.9
c1ccc(CCNc2ccc3ncc(-c4cccc5ccccc45)n3n2)nc1,-3.9,-1.3,-6.2,4.8,nt,-3.5,10.2,-0.1,9.5
Cc1ccccc1-c1nc2sc(-c3ccccc3)cc2c(=O)o1,9.2,-1.2,-0.2,0.2,0.0,-2.3,8.4,-7.1,5.4
CCOC(=O)c1c(S(=O)(=O)N2CCCC(C)C2)c(C)n(C)c1C (stereo not given),14.0,-4.9,-3.2,2.1,-1.1,-6.4,-7.1,-0.3,12.2
Cc1ccc(OCCNC(=O)c2ccc(C)o2)cc1,1.8,-0.2,7.8,1.5,1.0,3.8,-23.0,-1.7,-4.2
